High-throughput results: PubChem BioAssay, National Center for Advancing Translational Sciences (NCATS)
Nrf2 block = inhibitors of Nrf2 signaling. Potency, µM (series often up to 46 µM), for the others: top-dose activity change, negative = inhibition, usual class: inhibitors. A549 ARE-Fluc reporter, luciferase luminescence, 18-24 h. AID 504444. 360,000 compounds, 2.1% hits; further: potency means the concentration at half of the fitted maximal effect; on the % scale 0 is the no-effect control and ±100 the full control effect; nearly all actives have a fitted effect of over 60% in size
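In this cell-based qHTS, ARE-driven firefly luciferase in A549 cells reports Nrf2 activity; the luminescent signal after BugLite lysis is the measured value, with a prior CellTiter-Fluor read for cell health.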
Abeta rescue = compounds reversing amyloid beta toxicity in yeast; Potency, µM (doses to about 46.1 µM), for the others: at the highest dose growth rescue, hits mostly activators; yeast expressing A-beta42, growth rescue, OD600, 48 h; response scale: 0% DMSO, 100% iron-clioquinol control; 410,000 compounds, 0.063% hits; further: potency means the concentration at half of the fitted maximal effect; nearly all actives have a fitted effect of over 55% in size
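Yeast A-beta toxicity model in growth medium with pinned compounds, 48 h at 30 C; growth read as absorbance at 600 nm. Normalized to FeCl3/clioquinol equimolar mix (positive) and DMSO (negative).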
HepG2 tox = HepG2 cytotoxicity, counter-screen for TGF-b inhibitors; Potency, µM (titrated, usually from 46.1 µM), for the others: at the highest dose activity change, negative = cytotoxicity, most hits filed as cytotoxic; HepG2 CAGA-GFP viability, ATP luminescence, 18 h; 410,000 compounds, 0.76% hits; further: potency means the concentration at half of the fitted maximal effect; some results filed as inactive show a strong effect at the top dose
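HepG2 CAGA-GFP cells (1000/well, DMEM with 1% FBS) received compound, then TGF-beta at 500 pg/mL final, and were incubated 18 hours at 37 degrees C. Viability was read by CellTiter-Glo luminescence. Media-only wells were set as complete cell-killing and DMSO as no toxicity.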
Mm-Cpn inhibitor = blocks the Methanococcus maripaludis chaperonin Mm-Cpn; purified Mm-Cpn ATPase, ADP Transcreener TR-FRET; Potency, µM (top dose mostly 76.9 µM), for the others: at the top dose activity, negative = inhibition, most hits filed as inhibitors; 330,000 compounds, 0.031% hits; AID 504842; further: potency means the concentration at half of the fitted maximal effect; on the % scale 0 is the no-effect control and ±100 the full control effect; nearly all actives have a fitted effect of over 80% in size
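Compound-treated chaperonin, 25 nM final, turns over 10 uM ATP at 37°C for 30 min following a 10 min preincubation; ADP generated competes with ADP-d2 for Eu-cryptate antibody, lowering FRET.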
TGFb SMAD3 inh = blocks TGF-b signaling | HepG2 CAGA-GFP TGF-b/SMAD3 reporter, GFP fluorescence, 18 h; TGF-beta stimulated, 500 pg/mL final | Potency, µM (doses to about 46.1 µM), for inactives: at the highest dose activity, negative = inhibition, most hits filed as inhibitors | 410,000 compounds, 1.2% hits; further: potency means the concentration at half of the fitted maximal effect; on the % scale 0 is the no-effect control and ±100 the full control effect; nearly all actives have a fitted effect of over 65% in size
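TGF-beta reporter screen: HEPG2 CAGA-GFP, 1% FBS, 500 pg/mL TGF-beta final, 18 h; per-cell GFP summed per well; curves fitted and categorized by class.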
Nrf2 ARE act = activates Nrf2 signaling; Potency, µM (top dose mostly 46.1 µM), for inactives: top-dose activation, hits mostly activators; 410,000 compounds, 0.31% hits; AREc32 ARE-luciferase reporter (MCF7-derived line), luminescence, 24 h; further: potency means the concentration at half of the fitted maximal effect; % of control where 0% means no effect; nearly all actives have a fitted effect of over 65% in size
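Reporter line AREc32 (ARE-Fluc), seeded overnight in OPTI-MEM with 5% FBS; compound pin-transferred, 24 hr at 37 deg C, 5% CO2; luminescent read-out.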
CCT modulator = modulators of cytosolic chaperonin (CCT/TRiC) activity; activity change, % (concentration not given with the values), hits read low; purified chaperonin ATPase assay, HTRF ADP detection, 30 min; 360,000 compounds, 0.3% hits; in the data active means activity change below about -30%; further: on the % scale 0 is the no-effect control and ±100 the full control effect
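ATPase activity: ADP formed was measured by HTRF Transcreener (665/615 nm ratio) after 30 min at 37 deg C with 10 uM ATP. Compounds screened at one 76 uM concentration against 40 or 20 nM TRiC in Tris pH 7.4/KCl/MgCl2/DTT buffer.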
pAkt inh = inhibitors of Akt phosphorylation; Neuro2A IGF-stimulated pAkt S473 HTRF, 20 min; stronger effect = lower value; activity change, % for hits at 50 µM; 360,000 compounds, 0.32% hits; AID 651550; in the data active means activity change below about -80%; inconclusive means mostly about -51% to -80%; further: on the % scale 0 is the no-effect control and ±100 the full control effect
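Neuro2A cells in DMEM with 0.5% FBS, overnight at 37 deg C, given compound at single 50 µM final, then IGF (6 nM final) for 20 min at 37 deg C. Lysed; phospho-Akt Ser473 by HTRF after 24 h, 665/615 ratio.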
A549 viability = counter-screen for Nrf2 inhibitors: cytotoxicity in A549 cells; 390,000 compounds, 0.16% hits; AID 504648; Potency, µM (top dose mostly 46 µM), for the others: at the highest dose activity change, negative = cytotoxicity, hits mostly inhibitors; A549 ARE-Fluc cells, CellTiter-Fluor viability, 18-24 h; further: potency means the concentration at half of the fitted maximal effect; on the % scale 0 is the no-effect control and ±100 the full control effect
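Cytotoxicity counterscreen: CellTiter-Fluor fluorescence was measured in A549 ARE_Fluc cells after 18-24 h of compound exposure in a concentration series. The subsequent BugLite luminescent read reports ARE-luciferase activity.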
* = called active by the depositor; i = inactive; ? = inconclusive; nt = not tested or not shown; [ ] = remark or other dose. Unless noted, the call rests on the fitted dose curve; in most records, active means well fitted curve in the direction sought with a large enough effect; inconclusive means small, poorly fitted or top-dose-only effect, or another doubt; inactive means no such curve, though single readings can be large; an effect the other way counts as inactive or inconclusive.

Value order: Nrf2 block, Abeta rescue, HepG2 tox, Mm-Cpn inhibitor, TGFb SMAD3 inh, Nrf2 ARE act, CCT modulator, pAkt inh, A549 viability
O=C(Nc1ccc(Nc2ccccc2)cc1)C(Cl)Cl
 : -13%, ?, -77%, -3%, 13µM*, 0.7%, -6.1, i, -5%
CC(C)C(=O)Nc1cccc(C(=O)Nc2nnc(C(F)(F)F)s2)c1
 : 5%, -7%, -3%, nt, -7%, 4.1%, nt, nt, -2%
CCC(=O)Nc1nc2ccc(S(C)(=O)=O)cc2s1
 : 7%, 4%, -14%, 0%, -5%, 0.4%, -0.6, i, -9%
COc1ccc(-c2[nH]c3ccccc3c2SCCNC(=O)c2cc(OC)c(OC)c(OC)c2)cc1
 : -16%[9.27 µM], -17%, -49%, nt, ?, 5.4%, nt, nt, -10%
COc1ccc(CN(C)C(=O)c2ccccc2Sc2ccccc2C#N)c(OC)c1
 : -11%, -4%, 2%, -3%, -2%, -0.7%, -0.4, i, 6%
O=C1NN(c2ccccc2)C(=O)/C1=C/c1ccc(-c2ccc(C(=O)O)cc2)o1
 : 23%, 4%, 9%, 1%, 0%, 0.5%, -0.1, i, 13%
Cn1c(Sc2ccc(C(F)(F)F)cc2[N+](=O)[O-])nnc1-c1ccccc1
 : -30%, -30%, -28%, -1%, 0%, 11%, -1.4, i, -18%
COc1ccc(N2C(=O)C3C4C=CC(c5ccccc5)(C3C2=O)C2C(=O)N(c3ccc(OC)cc3)C(=O)C42)cc1 (stereo unspecified)
 : 4%, -7%, 13%, -3%, 21%, 0.0%, 0.8, i, -1%
COc1ccc(-n2nc(C(=O)NCC(=O)NCc3ccccc3OC)c3ccccc3c2=O)cc1
 : 7%, -5%, -1%, 3%, 27%, -0.5%, -0.4, i, 19%
CCOC(=O)CSc1nc2c([nH]c3ccccc32)c(=O)n1C
 : ?, 6%, -32%, 0%, -5%, 0.3%, 0.2, i, -3%
CC(C)c1ccccc1NC(=O)CSc1nnc(COc2ccccc2Cl)o1
 : 2%, 7%, -14%, nt, -22%, 3.9%, nt, nt, 9%
N#Cc1ccccc1NC1=CC(=O)CCC1
 : nt, 1%, -4%, -1%, 36%[activator], -0.7%, -2.7, i, 0%
Nc1ccnc(Oc2ccc(F)cc2)c1
 : ?, 8%, 7%, 0%, 12%, -1.0%, -0.8, i, -4%
COc1cc2cc(C(=O)N3CCN(Cc4ccc5c(c4)OCO5)CC3)c(=O)oc2cc1OC
 : -3%, -2%, 4%, -2%, -11%, 0.1%, -4.5, i, 0%
O=C(NCc1cccc(Cl)c1)c1ccc2nc(N3CCCCC3)sc2c1
 : ?, -6%, 1%, nt, 11%, 2.0%, nt, nt, -3%
NNC(=O)COc1ccc(-c2nccc(-c3ccc(F)cc3)n2)cc1
 : ?, -31%[inhibitor], -53%, -1%, ?, -2.9%, -1.8, i, 19%
CC(C)NC(=O)CSc1nc2ccccc2n1CC(=O)N1CCc2ccccc21
 : 4%, -1%, -88%, -2%, ?, 0.0%, 0.6, i, -10%
C=CCNC(=O)CN(c1ccc(OC)cc1OC)S(C)(=O)=O
 : 13%, 3%, 6%, -1%, -1%, 0.2%, 0.7, i, 0%
CCCN(C(=O)c1nc2nc(C)cc(C)n2n1)c1c(N)n(Cc2ccccc2)c(=O)[nH]c1=O
 : 7%, -3%, 2%, -1%, 15%, -0.4%, -0.3, i, 2%
Cc1cc(C(F)(F)F)c2c(C)nn(-c3ccccc3)c2n1
 : -6%, -3%, 64%, nt, 24%, 0.0%, -2.8, i, 2%

Part of the list above, bar-delimited.
Structure | Nrf2 block | Abeta rescue | HepG2 tox | Mm-Cpn inhibitor | TGFb SMAD3 inh | Nrf2 ARE act | CCT modulator | pAkt inh | A549 viability
N#Cc1ccccc1NC1=CC(=O)CCC1 | nt | 1% | -4% | -1% | 36%[activator] | -0.7% | -2.7 | i | 0%
Nc1ccnc(Oc2ccc(F)cc2)c1 | ? | 8% | 7% | 0% | 12% | -1.0% | -0.8 | i | -4%
COc1cc2cc(C(=O)N3CCN(Cc4ccc5c(c4)OCO5)CC3)c(=O)oc2cc1OC | -3% | -2% | 4% | -2% | -11% | 0.1% | -4.5 | i | 0%
O=C(NCc1cccc(Cl)c1)c1ccc2nc(N3CCCCC3)sc2c1 | ? | -6% | 1% | nt | 11% | 2.0% | nt | nt | -3%
NNC(=O)COc1ccc(-c2nccc(-c3ccc(F)cc3)n2)cc1 | ? | -31%[inhibitor] | -53% | -1% | ? | -2.9% | -1.8 | i | 19%
CC(C)NC(=O)CSc1nc2ccccc2n1CC(=O)N1CCc2ccccc21 | 4% | -1% | -88% | -2% | ? | 0.0% | 0.6 | i | -10%
C=CCNC(=O)CN(c1ccc(OC)cc1OC)S(C)(=O)=O | 13% | 3% | 6% | -1% | -1% | 0.2% | 0.7 | i | 0%
CCCN(C(=O)c1nc2nc(C)cc(C)n2n1)c1c(N)n(Cc2ccccc2)c(=O)[nH]c1=O | 7% | -3% | 2% | -1% | 15% | -0.4% | -0.3 | i | 2%
Cc1cc(C(F)(F)F)c2c(C)nn(-c3ccccc3)c2n1 | -6% | -3% | 64% | nt | 24% | 0.0% | -2.8 | i | 2%

Further structures.
Assay codes: A = Nrf2 block; B = Abeta rescue; C = HepG2 tox; D = Mm-Cpn inhibitor; E = TGFb SMAD3 inh; F = Nrf2 ARE act; G = CCT modulator; H = pAkt inh; I = A549 viability
COc1ccc(N=N/C(=C\O)C(=O)c2ccco2)cc1
  A = 22% | B = -5% | C = -2% | D = -17% | E = 11% | F = -0.5% | G = 0.6 | H = i | I = 0%

CC1CCN(c2oc(-c3ccccc3Cl)nc2C#N)CC1
  A = nt | B = 2% | C = -4% | D = -2% | E = -23% | F = 4.5% | G = 1.6 | H = i | I = 13%

COc1ccc(S(=O)(=O)N(CC(=O)NC2CC3CCC2C3)c2ccccc2OC)cc1 (stereo unspecified)
  A = -13% | B = -13% | C = 3% | D = 3% | E = 0% | F = 4.2% | G = -6.7 | H = i | I = 0%

COCCn1c(N)c(C(=O)NS(=O)(=O)c2ccc(C)cc2)c(=O)[nH]c1=O
  A = -5% | B = ? | C = -24% | D = 1% | E = -5% | F = -0.5% | G = 0.6 | H = i | I = -4%

CN(C)c1ccc(C(=O)OCC(=O)Nc2ccc(N3CCOCC3)cc2)cc1
  A = 5% | B = -7% | C = 2% | D = 1% | E = 0% | F = 3.1% | G = -2.5 | H = i | I = 6%

COc1ccc(C(=O)N2CCCC(O)C2)cc1OC1CCN(C(C)C)CC1 (stereo unspecified)
  A = 3% | B = 12% | C = 3% | D = 1% | E = 4% | F = -0.6% | G = 0.5 | H = i | I = 0%

O=C(c1ccco1)N(Cc1cccc(Br)c1)C1CCS(=O)(=O)C1 (stereo unspecified)
  A = 3% | B = 14% | C = -78% | D = 1% | E = -3% | F = -0.5% | G = -0.5 | H = i | I = 3%

O=C(CN1CCN(c2ccccc2F)CC1)c1ccc(O)c(O)c1
  A = ? | B = -19% | C = 4% | D = -3% | E = -16% | F = 4.6% | G = -2.8 | H = i | I = 0%

N/C(=N\OC(=O)Cc1ccc([N+](=O)[O-])cc1)c1ccc([N+](=O)[O-])cc1
  A = 3% | B = -8% | C = -7% | D = 0% | E = 7% | F = 11% | G = 2.1 | H = i | I = -5%

CCC(CC)c1nn2c(N)c(/C=C3\C=Nc4ccccc43)c(=O)nc2s1
  A = ? | B = -3% | C = 17% | D = 0% | E = -1% | F = 0.0% | G = 1.3 | H = i | I = -14%

COc1ccc(CCNC(=O)COc2ccc(-c3ccccc3)cc2)cc1OC
  A = 1% | B = 2% | C = 3% | D = -1% | E = 2% | F = 0.3% | G = -2.6 | H = i | I = -2%

CN(/N=C/C=C/c1ccccc1)C1=NS(=O)(=O)c2ccccc21
  A = -25% | B = 7% | C = 2% | D = 0% | E = 13% | F = 0.2% | G = -3.1 | H = i | I = 0%

O=C(C1CCCCC1)N1CCC(O)(c2ccc(Cl)cc2)CC1
  A = -5% | B = ? | C = 5% | D = 1% | E = ? | F = -0.2% | G = -0.8 | H = i | I = -1%

O=C(CN1CC(c2ccccc2)CC1=O)OCc1cccc(Br)c1 (stereo unspecified)
  A = -5% | B = 11% | C = 5% | D = 1% | E = 26% | F = 0.3% | G = -3.1 | H = i | I = -7%

CCS(=O)(=O)N1CC(=O)N(c2ccc(Cl)cc2C)C(C)(C(=O)NC2CCCCC2)C1 (stereo unspecified)
  A = 30% | B = 2% | C = 6% | D = nt | E = 0% | F = 0.4% | G = nt | H = nt | I = 9%

CCOC(=O)c1ccc(NC(=O)CNC(=O)c2ccco2)cc1
  A = -10% | B = 3% | C = -1% | D = 1% | E = 2% | F = -0.8% | G = -0.8 | H = i | I = -13%

CCOc1cc(/C=C\[N+](=O)[O-])ccc1OCC(=O)Nc1ccccc1C
  A = ? | B = -68%[inhibitor] | C = 8.9µM* | D = 3% | E = 7.9µM* | F = ? | G = 0.7 | H = i | I = ?

COc1cc(-c2nc(Cn3nnc(C(=O)Nc4ccccc4C)c3C)c(C)o2)cc(OC)c1OC
  A = -5% | B = -8% | C = 2% | D = nt | E = ? | F = 0.1% | G = nt | H = nt | I = -8%

Cn1nnnc1SCC(=O)N1CCOCC1
  A = 11% | B = 9% | C = -1% | D = -1% | E = 9% | F = -1.2% | G = -3.1 | H = i | I = -2%
